Assay outcomes deposited in PubChem by National Center for Advancing Translational Sciences (NCATS).
AT treatment: candidate therapy for ataxia-telangiectasia; […] A-T fibroblasts, KAP-1 phosphorylation AlphaLISA; neocarzinostatin DNA damage 30 min before lysis; Potency, µM (series often up to 57.5 µM), for inactives: at the top dose activation, most hits filed as activators; hit rate 0.19% among 320,000; note: potency is the fitted concentration of half-maximal effect; % of control where 0% means no effect; nearly all actives have a fitted effect of over 45% in size
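hTERT-immortalized A-T patient fibroblasts ([…]), 500 cells/well in OPTI-MEM, 1% FBS, got compounds for 60 min, then NCS for 30 min at 37C. Lysates were then assayed for phospho-KAP-1 by AlphaLISA (anti-pKAP1 donor, anti-KAP1 acceptor beads), 6 hr at 25C.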
PTAP TSG101 blk: blocks PTAP/TSG101 interaction to inhibit HIV-1 budding; Q99816; Fluorescence polarization, FITC-PTAP peptide / Tsg101 binding; Potency, µM (highest dose often 115 µM), inactives show top-dose activity change, negative = inhibition, most hits filed as inhibitors; 340,000 tested, under 10 active; AID 493005; active = well fitted inhibition curve with a large enough effect in the main read-out, with a control signal flat, not every such curve was filed as active; inconclusive = small, poorly fitted or top-dose-only effect, or effect the other way, or a change in a side signal; inactive = no such curve, though single readings can be large or run the other way; note: potency is the fitted concentration of half-maximal effect; % of control where 0% means no effect
Target sequence (Q99816 whole entry, looked up): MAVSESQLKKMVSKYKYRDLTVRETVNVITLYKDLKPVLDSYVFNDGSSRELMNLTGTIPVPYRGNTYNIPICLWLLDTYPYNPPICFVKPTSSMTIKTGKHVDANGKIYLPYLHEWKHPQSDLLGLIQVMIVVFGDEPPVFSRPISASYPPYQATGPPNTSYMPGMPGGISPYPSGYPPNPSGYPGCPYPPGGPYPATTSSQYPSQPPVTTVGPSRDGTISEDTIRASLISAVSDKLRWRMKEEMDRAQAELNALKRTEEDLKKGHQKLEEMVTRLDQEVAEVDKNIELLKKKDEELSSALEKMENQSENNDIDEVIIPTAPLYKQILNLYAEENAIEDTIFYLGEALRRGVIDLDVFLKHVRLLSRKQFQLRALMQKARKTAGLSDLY
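Fluorescence polarization binding of Tsg101 binding domain (10 uM final) to FITC-labeled PTAP peptide (50 nM final) in HEPES pH 7.5 buffer with NaCl, Tween 20, EDTA, TCEP. Compounds added before peptide; binding 20 min at RT.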
TCR activator: activators of T cell receptors; primary human leukocytes, anti-CD3, IL-2 HTRF, 48 h; Potency, µM (titrated, usually from 9.22 µM), for the others: at the highest dose activation of IL-2 secretion, actives largely listed as activators; 330,000 tested, under 10 active; note: % of control where 0% means no effect
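TCR engagement came from a-CD3 beads alone, with compounds added to primary human leukocytes for 48 hr. Secreted IL-2 bridged europium cryptate- and d2-labelled anti-IL-2 antibodies, giving FRET emission at 665nm after 320nm excitation.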
B2AR arrestin: recruits beta-arrestin to the human beta2-adrenergic receptor; beta-arrestin recruitment to beta2AR, cell-based reporter; Potency, µM (titrated, usually from 46.1 µM), for the others: at the highest dose activation, usual class: activators; hit rate 0.02% among 330,000; AID 492947;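 note: potency is the fitted concentration of half-maximal effect; 0% = DMSO controls and full agonism = EC100 isoproterenol or metaproterenol; nearly all actives have a fitted effect of over 65% in size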
Target sequence (P07550 whole entry, looked up): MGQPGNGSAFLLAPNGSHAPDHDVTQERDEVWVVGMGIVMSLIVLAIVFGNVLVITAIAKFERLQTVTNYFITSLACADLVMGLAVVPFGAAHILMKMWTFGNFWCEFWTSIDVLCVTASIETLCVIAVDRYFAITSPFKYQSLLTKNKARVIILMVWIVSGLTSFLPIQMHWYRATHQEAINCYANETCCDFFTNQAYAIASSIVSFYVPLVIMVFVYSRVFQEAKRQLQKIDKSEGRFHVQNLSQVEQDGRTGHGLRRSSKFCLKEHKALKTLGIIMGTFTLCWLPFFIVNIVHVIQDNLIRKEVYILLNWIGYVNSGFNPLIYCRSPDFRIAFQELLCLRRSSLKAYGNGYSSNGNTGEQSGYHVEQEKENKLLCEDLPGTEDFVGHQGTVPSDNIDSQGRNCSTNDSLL
BRCA1 expr act: BRCA1 expression activation; hit rate 1.1% among 380,000; MCF7-BRCA1-FFLuc reporter, luminescence, 48 h; response scale: scaled: vehicle 0%, 10 µM genistein 100%; Potency, µM (highest dose often 46.1 µM), without a hit: at the highest dose activation, usual class: activators; note: potency is the fitted concentration of half-maximal effect; nearly all actives have a fitted effect of over 80% in size; some results filed as inactive show a strong effect at the top dose
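Compounds are tested at multiple concentrations on MCF7 BRCA1-luciferase reporter cells seeded at 2000 per well; after 48 h, a single luminescence end-point is taken and curves fitted to the normalized data.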
ELG1 DNA repair: inhibitors of ELG1-dependent DNA repair in HEK293T cells; AID 504467; hit rate 2.3% among 330,000; Potency, µM (highest dose often 46.1 µM), inactives show top-dose activity change, negative = inhibition, most hits filed as inhibitors; HEK293T ELG1-luciferase reporter, luminescence, 16 h; DNA damage induced by 5-fluorouridine; note: potency is the fitted concentration of half-maximal effect; % is set by controls: 0 for no effect and ±100 for the full control effect; nearly all actives have a fitted effect of over 55% in size
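HEK293T cells expressing luciferase-tagged ELG1 (2,000/well) received 5-Fluorouridine plus compound or DMSO for 16 hr at 37 °C. Luciferase was read by ONE-Glo luminescence after 30 min at room temperature.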
a7 integrin act: integrin-mediated muscular dystrophy alleviation activation | alpha7betagal myoblasts, beta-gal FDG fluorescence, 48 h | hit rate 0.064% among 350,000 | AID 624291 | Potency, µM (titrated, usually from 38.3 µM), inactives show at the top dose activation, actives largely listed as activators;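 note: potency is the fitted concentration of half-maximal effect; 100% = response of the positive control SU9516; nearly all actives have a fitted effect of over 60% in size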
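alpha7betagal+/- myoblasts (passage 13, 250/well) treated 48 h at 37C with compounds at 1:260 dilution of DMSO stock. Lysed, then beta-galactosidase activity read as FDG fluorescence (ex 480/em 540) after 30 min, with pre-read for autofluorescence.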
TRPV1 agonist: human TRPV1 agonism. Q8NER1. TRPV1-expressing cells, Fluo-8 calcium influx, agonist mode. activation, % at 8.33 µM. hit rate 0.19% among 320,000; in the data active = activation above about 80%; inconclusive = between about 30% and that limit; note: 0% is about no effect
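Fluo-8 calcium influx in TRPV1-expressing cells, kinetic read (ex 480/em 520 nm). Compound added and read 3 min for agonist activity, followed by capsaicin at EC20 final and 2 min further read for enhancement.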
p53 reactivator: re-activators of mutant p53; H1299 p53-A138V BP100-luciferase reporter, luminescence, 24 h; Potency, µM (doses to about 92.2 µM), inactives show at the highest dose activity change, positive = activation, usual class: activators; hit rate 0.063% among 320,000; AID 504706; note: potency is the fitted concentration of half-maximal effect; % of control where 0% means no effect; nearly all actives have a fitted effect of over 45% in size
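p53-null H1299 cells stably carrying temperature-sensitive p53-A138V and a BP100-luciferase reporter were pinned with compounds (4-point, 1:5 series) and held 24 hrs at 37 deg C. Luminescence was read 10 min after detection reagent.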
CXXC DNA block: inhibitors of human MLL CXXC domain-DNA interaction; Q03164; MLL-CXXC / FITC-HOXA9 DNA fluorescence polarization; Potency, µM (series often up to 115 µM), for inactives: at the highest dose activity change, negative = inhibition, most hits filed as inhibitors; hit rate 0.037% among 290,000; AID 2662; active = well fitted inhibition curve with a large enough effect in the polarisation, with a control signal flat, not every such curve was filed as active; inconclusive = small, poorly fitted or top-dose-only effect, or effect the other way, or a change in a side signal; inactive = no such curve, though single readings can be large or run the other way; the % refers to the polarisation; note: potency is the fitted concentration of half-maximal effect
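Fluorescence polarization: 7 uM MLL-CXXC (stock) preincubated 5 min with compounds, then 50 nM fluorescein-HOX-A9 DNA (stock) added; 30 min ambient. Buffer 50 mM Tris-HCl pH 7.5, 50 mM NaCl, 1 mM DTT, 0.05% BSA.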
The depositor's hits bear a star; ? = inconclusive; nt = not tested or not shown; [ ] = dose if it differs, or a comment. Unless noted, calls come from the whole dose curve; as a rule, active = well fitted curve in the direction sought with a large enough effect; inconclusive = small, poorly fitted or top-dose-only effect, or another doubt; inactive = no such curve, though single readings can be large; an effect the other way counts as inactive or inconclusive.

SMILES | AT treatment | PTAP TSG101 blk | TCR activator | B2AR arrestin | BRCA1 expr act | ELG1 DNA repair | a7 integrin act | TRPV1 agonist | p53 reactivator | CXXC DNA block
Cc1csc(=O)n1CCC(=O)OCC(=O)NNC(=O)c1ccc(Cl)cc1 | 4% | -1% | -2% | -0.8% | 14% | 4% | -7% | 3 | 4% | nt
O=C(COC(=O)c1cc(=O)[nH]c2ccccc12)Nc1nc(-c2ccccc2)cs1 | -4% | -5% | -4% | -0.4% | ? | ? | -26% | 6 | 5% | 14%
CCOP(=O)(c1ccccc1)C1(C#N)CC1 (stereo not given) | 2% | 0% | 8% | -0.2% | -5% | 3% | -20% | -4 | -1% | 10%
C/C(=N\NC(=O)CNc1cccc2ccccc12)c1ccccc1 | 1% | 4% | -5% | -0.2% | -7% | -1% | -2% | 0 | -1% | 4%
COc1c(Cl)cc(Cl)cc1/C=C/C(=O)c1ccc(NC(=O)c2cccs2)cc1 | 9% | -1% | 0%[46.1 µM] | 13% | -94%[inhibitor] | ? | -45%[inhibitor] | 5 | -10% | -15%
COCCn1c(SCC(=O)Nc2nc(C)cs2)nnc1C(C)C | -10% | -3% | -2% | -0.9% | -14% | -19% | 0% | 0 | -1% | -6%
C[n+]1cn(Cc2cc(Cl)ccc2OC(F)F)c2ccccc21 | 4% | -4% | 4% | -0.4% | 4% | -22% | 8% | 2 | 2% | 11%
COc1cccc(C(=O)NN2CC(O)=C(c3nc4ccccc4s3)C2=N)c1 | 9% | -6% | -1% | 0.4% | -1% | 5% | ? | ? | -9% | ?
CCCCCCCn1ccc(O)c(CC(=O)OC)c1=O | -13% | 0% | -4% | 0.1% | 0% | -2% | 26% | -2 | 0% | 13%
N#CC1=C(N)Oc2cc(O)ccc2C1c1ccncc1 (stereo not given) | -11% | 1% | 8% | 0.1% | -2% | -6% | 18% | 4 | 0% | 33%[activator]
CCN1C/C(=C\c2cccc(C)c2)c2nc3ccccc3c(C(=O)O)c2C1 | 0% | nt | nt | 0.0% | nt | 6% | nt | -1 | -2% | -11%
CCOC(=O)Cc1c(Cl)c2ccccc2[nH]c1=O | -1% | -3% | -1% | -0.1% | -1% | -1% | 0% | 2 | 17% | -6%
O=C(c1cccs1)N1CCN(C2CCN(Cc3ccccc3)CC2)CC1 | 1% | -10% | 1% | 0.1% | 0% | -5% | 5% | -13 | -8% | 0%
CC(C)(C)c1ccc(/C=C/C(=O)Nc2nncs2)cc1 | -5% | -1% | 6%[46.1 µM] | 0.3% | ? | ? | -2% | ? | nt | 17%
Cc1ccc(C)c(NC(=O)Cc2coc3cc4c(cc23)CCC4)c1 | -2% | -5% | -2%[46.1 µM] | -1.4% | -25% | -1% | 9% | 8 | 7% | 6%
COc1ccc([C@H]2CC(=O)C=C(c3cc(C)ccc3F)C2)cc1 | 24% | -5% | 7% | -2.1% | -39% | -5% | -13% | 11 | -10% | nt
CC(C)(C)c1csc(Sc2ncccc2[N+](=O)[O-])n1 | -8% | -11% | -6% | -0.3% | -25% | 14% | -54%[inhibitor] | ? | 13% | 0%
COc1ccc(OC)c(N/C=C2/CCCCC2=O)c1 | -3% | -4% | -3% | -0.4% | -15% | ? | -1% | 20 | -5% | 0%
O=C(Nc1ccc(N2CCOCC2)c(S(=O)(=O)Nc2ccccc2Cl)c1)c1ccc(F)cc1 | -18% | -5% | 3%[46.1 µM] | -1.2% | -66% | 18µM* | 11% | nt | -9% | nt
COc1ccc(OC)c(NC(=O)N2CCCC(C(=O)c3ccccc3OC)C2)c1 (stereo not given) | -1% | -6% | -7% | -0.3% | 0% | -18% | 0% | 14 | -2% | 19%
CC(C)OC(=O)c1c(NC(=O)CCn2nnc3ccccc32)sc2c1CCCC2 | 10% | -1% | -3% | 0.1% | 1% | 11% | 2% | 0 | 6% | 0%
Cc1cc(C)cc(CC(CC(=O)Nc2ccc(Cl)cc2)C(=O)O)c1 (stereo not given) | 13% | -7% | 2% | -1.7% | 2% | 10% | 15% | 0 | -3% | 21%
COc1cc(CNc2ccc3[nH]c(=O)[nH]c3c2)ccc1OCc1ccccc1F | 8% | -2% | -1% | 0.3% | 60% | ? | -39%[inhibitor] | ? | -33%[inhibitor] | 16%
CCN(CC)c1ccc(/C=N/NC(=O)c2cc3ccccc3[nH]2)cc1 | 10% | -5% | 0% | 0.0% | -34% | 8% | -10% | 3 | -1% | 1%
CC1CCN(S(=O)(=O)c2cccc(-c3nnc(-c4cccnc4)o3)c2)CC1 | 0% | -1% | nt | 0.0% | -18% | -19% | -12% | -2 | 1% | 3%
COc1ccc(CC(=O)Nc2ccccc2C(=O)N2CCOCC2)cc1 | -2% | -2% | 4%[46.1 µM] | -1.1% | -11% | 7% | 9% | -1 | -7% | -2%
COc1cccc(CN2CCN(c3nc4nonc4nc3NC3CC3)CC2)c1 | -2% | -4% | -1% | -0.2% | -25% | -9% | 7% | -1 | -6% | -5%
O=C1/C(=C/c2ccc(N3CCOCC3)o2)SC(=Nc2ccccc2)N1CCc1c[nH]c2ccccc12 | ? | ? | -1% | 0.1% | -85%[inhibitor] | ? | -63%[inhibitor] | -1 | -12% | ?
CCC(O)(CC)C(=O)N=Nc1c(O)[nH]c2ccccc12 | -10% | 0% | nt | -0.2% | -6% | -12% | 0% | -4 | -1% | 4%
Cc1cc(C)cc(NCC(=O)Nc2c(C)cccc2C)c1 | 1% | -3% | -4% | 0.5% | -6% | -11% | 2% | 5 | -10% | -2%
COc1cccc(OCc2cc(C(=O)NCCN3CCCCC3CO)no2)c1 (stereo not given) | 4% | 0% | 2% | -0.5% | 2% | 9% | 9% | -3 | -2% | 19%
COc1cccc(NC(=O)NCc2cccn2C)c1 | 2% | -5% | -7% | -0.3% | 44% | ? | 24% | 8 | ? | 9%
CC(C)Nc1nc(Cl)nc(NC2CCCCC2)n1 | -1% | -3% | -3% | 0.5% | 41% | 26% | 16% | 3 | -1% | 3%
CC1=C(C(=O)N2CCOCC2)C(c2ccc(O)cc2)NC(=S)N1 (stereo not given) | -3% | -1% | 3%[46.1 µM] | 0.3% | 1% | 20% | -8% | -1 | -2% | -6%
O=C(CNc1ccccc1Cl)Nc1cc(S(=O)(=O)N2CCOCC2)ccc1Cl | -7% | 0% | -3% | -0.1% | -29% | ? | 9% | 12 | -4% | nt
Cn1c(SCC(=O)Nc2sccc2C#N)nnc1-c1ccccc1 | 0% | 0% | 1% | -0.1% | -4% | 6% | 17% | -1 | -2% | -1%
O=C(CCCn1c(=O)[nH]c2cc(Cl)ccc2c1=O)N1CCN(c2ccc([N+](=O)[O-])cc2)CC1 | 2% | -8% | 5% | -0.2% | -5% | -1% | -6% | 3 | -21% | 12%
COc1ccc(C2=CC(=O)CC(c3ccc(OC)cc3)C2)cc1 (stereo not given) | 10% | -5% | -1% | -1.0% | ? | 4% | 0% | 14 | 21% | 8%
COc1cc(OC)nc(Oc2ccc(NC(C)=O)cc2)n1 | 4% | 1% | -2% | 0.1% | -1% | -3% | 17% | 0 | -1% | -2%
NC(=O)Cn1c(S(=O)(=O)Cc2ccccc2)nc2ccccc21 | nt | -2% | -1% | nt | -16% | nt | 0% | nt | nt | nt
O=C1C2C3C=CC(C3)C2C(=O)N1CNc1ccccn1 (stereo not given) | 2% | -4% | 2% | 0.2% | 5% | -2% | -8% | -2 | 6% | -3%
Cc1cc(-c2nnc(SCC(=O)Nc3c(C)cccc3C)n2N)n[nH]1 | -1% | 0% | 0% | 0.4% | -4% | 12% | -31% | -5 | 1% | 3%
CC12COC3(C(=O)Nc4cccnc4)CC1CCC32C (stereo not given) | -2% | -2% | 10% | 0.2% | -2% | -14% | 0% | 0 | -6% | 18%
Cc1cc(C)cc(NC(=O)N2CCC(C(=O)c3ccc(F)cc3)CC2)c1 | 0% | -1% | 0% | 0.1% | -1% | -14% | -21% | ? | -3% | -7%
CN=C(Nc1cc(C)nn1CCC#N)c1ccccc1F | -6% | -2% | 6% | -0.1% | 13% | -4% | 9% | 14 | -2% | 18%
CCOC(=O)N1CCN(C(=O)Nc2ccc3oc(C)nc3c2)CC1 | -2% | -3% | -1% | -0.2% | 16% | -1% | 5% | 4 | -4% | 8%
COc1ccc2oc(C(=O)NCc3ccco3)c(C)c2c1 | 12% | -4% | 2% | 0.9% | ? | ? | -36% | -2 | -2% | -3%
Cn1cccc1CC(=O)N/N=C/c1cccc([N+](=O)[O-])c1 | 13% | -2% | -1% | 0.2% | 0% | -18% | -31% | -1 | -2% | 3%
